Screening data deposited in PubChem by National Center for Advancing Translational Sciences (NCATS).
WRN helicase inh: WRN helicase (human) inhibition; Q14191; WRN helicase unwinding, fluorescent forked duplex, kinetic; Potency, µM (titrated, usually from 114 µM), for the others: at the top dose activity change, negative = inhibition, usual class: inhibitors; 360,000 compounds, 0.46% hits; further: potency means the concentration at half of the fitted maximal effect; on the % scale 0 is the no-effect control and ±100 the full control effect; nearly all actives have a fitted effect of over 55% in size
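Kinetic red-fluorescence monitoring (525/598 nm) tracks WRN helicase activity after 100 nM fluorophore-quencher forked duplex and 2 mM ATP are added to 20 nM enzyme pretreated 15 min at room temperature with compound.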
GLP1R cytotox: cytotoxic in the GLP-1 receptor inverse agonist counter-screen; HEK293 cAMP-luciferase reporter cells, luminescence, 24 h; 410,000 compounds, 0.13% hits; Potency, µM (top dose mostly 38.3 µM), for inactives: at the highest dose activity change, negative = inhibition, hits mostly inhibitors;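 further: loss of luciferase light is scored as toxicity; potency means the concentration at half of the fitted maximal effect; on the % scale 0 is the no-effect control and ±100 the full control effect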
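To flag toxic compounds, the library was rerun on cells for 24 hr at 37 deg C and 5% CO2. Viability-linked luminescence was captured 12 min after adding luciferase detection reagent.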
DRD3 antagonist: blocks the human D3 dopamine receptor. D3R cells, DiscoveRx beta-arrestin luminescence, antagonist mode; active compounds read low. P35462. max response, negative = inhibition, %. 360,000 compounds, 2.5% hits; in the data active means max response below about -50%; inconclusive means no clear call, values can overlap the other calls; further: on the % scale 0 is the no-effect control and ±100 the full control effect; mostly tested at two doses, the higher about 12 µM
Target sequence (P35462 whole entry, looked up): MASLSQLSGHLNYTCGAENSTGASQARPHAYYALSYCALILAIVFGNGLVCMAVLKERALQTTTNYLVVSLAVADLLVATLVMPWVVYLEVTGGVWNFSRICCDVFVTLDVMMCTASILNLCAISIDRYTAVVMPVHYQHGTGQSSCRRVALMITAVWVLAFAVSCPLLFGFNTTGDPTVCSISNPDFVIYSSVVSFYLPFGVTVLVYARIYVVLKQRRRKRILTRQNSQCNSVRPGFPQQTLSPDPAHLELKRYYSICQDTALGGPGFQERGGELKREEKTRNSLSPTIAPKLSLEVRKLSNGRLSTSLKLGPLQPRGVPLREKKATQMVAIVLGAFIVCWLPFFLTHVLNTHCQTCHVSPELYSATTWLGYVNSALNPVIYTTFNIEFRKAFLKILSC
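Cells plated overnight at 1500 cells/well, then exposed to library compounds with dopamine controls for 90 minutes at 37 degrees C. DiscoveRx reagent added for 30–60 minutes at room temperature; luminescence read, quantitative HTS format.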
GLP-1R agonist: agonists of human GLP-1 receptor; P43220; HEK293 GLP-1R CRE-luciferase, luminescence, 4-6 h; cells express a hypersensitive GLP-1R form; Potency, µM (titrated, usually from 45.6 µM), for the others: at the highest dose activation, most hits filed as activators; 380,000 compounds, 0.007% hits; AID 624172; further: potency means the concentration at half of the fitted maximal effect; % of control where 0% means no effect
IL2 activator: IL-2 activation. IL-2 activation reporter assay, cell-based qHTS; stimulated with anti-CD3/CD4/CD28 beads; in transgenic mouse T cells. 360,000 compounds, 0.065% hits. AID 652025. activation, % (series mostly up to about 46 µM); in the data active means activation above about 50%; inconclusive means mostly about 30% to 49%; further: 0% is about no effect
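First, unstimulated transgenic mouse T cells were exposed to compound for 60 min. Next, anti-CD3/anti-CD4-coated beads with anti-CD28 were added. Finally, after 18 h at 37 degrees C, EGFP and DsRed were imaged.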
PI5P4Ka inh: PI5P4K alpha (human) kinase inhibition; P48426; PI5P4Kalpha enzyme, ADP-Glo luminescence, 60 min; active compounds read low; max response, %; 330,000 compounds, 1.2% hits; AID 652105; active means max response of -50% or lower; inconclusive means between -30% and -50%; inactive means -30% or higher; further: value at the top dose of about 77 µM; on the % scale 0 is the no-effect control and ±100 the full control effect
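Human PI5P4Kalpha with substrate in 0.038 M HEPES pH 7.4, 0.28 mM EGTA, 0.1% CHAPS, 5% DMSO; reaction started with 5 microM ATP (final), 60 min at room temperature. ADP formed read by ADP-Glo luminescence.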
GLP-1R inv ag: GLP-1 receptor (human) inverse agonism; P43220; AID 624417; Potency, µM (doses to about 38.3 µM), for the others: at the top dose activity change, negative = inhibition, usual class: inhibitors; 410,000 compounds, 1.6% hits; HEK293 GLP-1R CRE-luciferase, luminescence, 24 h; GLP-1R form is constitutively active; further: potency means the concentration at half of the fitted maximal effect; on the % scale 0 is the no-effect control and ±100 the full control effect; nearly all actives have a fitted effect of over 55% in size
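GLP-1R inverse agonism mode: basal reporter luminescence in engineered HEK293 cells measured after one day of compound exposure at 37 deg C, with a 12 min room-temperature detection step.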
DRD3 agonist: D3 dopamine receptor (human) agonism; P35462; D3R DiscoveRx beta-arrestin cells, luminescence, 90 min; max activation, %; 410,000 compounds, 0.58% hits; AID 652048; in the data active means max activation above about 30%; further: 0% is about no effect; mostly tested at two doses, the higher about 12 µM
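Agonist mode: compounds and dopamine controls were applied to plated cells for 90 min at 37 degrees C after an overnight attachment at 1500 cells/well. Luminescent read-out followed 30 - 60 minutes at room temperature with DiscoveRx detection reagent.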
PLK1 PBD block: blocks phosphopeptide binding to human PLK1 polo-box domain. Plk1 PBD binding of FITC phosphopeptide, fluorescence polarization. P53350. AID 720504. Potency, µM, for inactives: max response, negative = inhibition, hits mostly inhibitors. 360,000 compounds, 2.8% hits; further: potency means the concentration at half of the fitted maximal effect; series mostly up to about 57 µM; on the % scale 0 is the no-effect control and ±100 the full control effect; nearly all actives have a fitted effect of over 65% in size
Target sequence (P53350 whole entry, looked up, the tested form may be a part): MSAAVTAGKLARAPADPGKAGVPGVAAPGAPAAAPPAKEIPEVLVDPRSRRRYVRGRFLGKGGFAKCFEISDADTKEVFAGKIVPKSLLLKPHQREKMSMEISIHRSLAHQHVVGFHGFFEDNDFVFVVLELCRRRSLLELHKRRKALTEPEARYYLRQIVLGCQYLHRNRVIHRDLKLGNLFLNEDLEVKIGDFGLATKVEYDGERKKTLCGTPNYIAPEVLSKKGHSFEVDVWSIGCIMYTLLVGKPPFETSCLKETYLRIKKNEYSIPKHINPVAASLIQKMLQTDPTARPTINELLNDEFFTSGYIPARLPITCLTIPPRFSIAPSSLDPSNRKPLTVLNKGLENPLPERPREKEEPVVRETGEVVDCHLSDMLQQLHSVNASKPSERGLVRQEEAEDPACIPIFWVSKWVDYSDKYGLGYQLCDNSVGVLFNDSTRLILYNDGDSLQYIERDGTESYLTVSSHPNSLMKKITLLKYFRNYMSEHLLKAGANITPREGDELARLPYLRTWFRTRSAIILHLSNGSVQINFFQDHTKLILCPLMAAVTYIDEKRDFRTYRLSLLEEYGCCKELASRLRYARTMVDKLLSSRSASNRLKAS
* = called active by the depositor; ? = inconclusive; / = no result given; [ ] = remark or other dose. Unless noted, the call rests on the fitted dose curve; in most records, active means well fitted curve in the direction sought with a large enough effect; inconclusive means small, poorly fitted or top-dose-only effect, or another doubt; inactive means no such curve, though single readings can be large; an effect the other way counts as inactive or inconclusive. Rows were taken by chance; about 7.8% have a hit in one of these screens.

SMILES	WRN helicase inh	GLP1R cytotox	DRD3 antagonist	GLP-1R agonist	IL2 activator	PI5P4Ka inh	GLP-1R inv ag	DRD3 agonist	PLK1 PBD block
CCCOc1ccc(/C(O)=C2\C(=O)C(=O)N(c3ccccn3)C2c2ccccc2F)cc1C (centres undefined)	-36%	17%	-25	-3%	0.5	-10	?	5	-8%
CCOc1cccc2cc(C(=O)N3CCc4ccccc43)c(=O)oc12	-1%	5%	-4	-24%	-3.1	/	5%	-12	-17%
O=C1N/C(=C\c2ccc(O)cc2)C(O)=C1C=NCc1ccccc1	-2%	-25%	1	2%	-0.5	-15	-5%	-5	1%
CC(=O)N1CCN(C(=S)NCCc2ccccc2)CC1	2%	3%	-1	1%	0.8	-8	9%	-1	-22%
O=C1[C@H]2[C@H](ON3CCCC[C@H]23)C(=O)N1c1cccc(C(F)(F)F)c1	8%	-2%[7.66 µM]	-4	1%	-0.7	-4	-13%[7.66 µM]	1	-23%
O=C(Nc1ccccc1C(=O)N1CCOCC1)c1ccc(Cl)cc1	2%	-4%	11	6%	2.0	0	-1%	3	-3%
CCN(C(=O)COC(=O)/C=C/c1ccccc1[N+](=O)[O-])C1CCS(=O)(=O)C1 (centres undefined)	2%	-10%	7	0%	-2.1	-1	7%	7	-7%
CCOC(=O)N1CCN(C(=S)NCCOC)CC1	1%	7%	12	-12%	-0.5	2	0%	2	-1%
O=C(CS(=O)CC(=O)NC12CC3CC(CC(C3)C1)C2)Nc1ccc(F)cc1 (centres undefined)	10%	-7%	-20	12%	0.6	-1	?	-2	-9%
COc1ccc(N2CCN(C(=O)CN3C(=O)NC4(CCCCCC4)C3=O)CC2)cc1	3%	9%	-5	3%	0.4	5	15%	2	-10%
Cc1ccc(F)c(S(=O)(=O)NC(=O)C2(C)CCN2C(=O)C2(c3ccc(Cl)cc3)CCC2)c1 (centres undefined)	0%	2%	?	-1%	0.9	-4	?	-10	-26%
O=C(CSc1nnc(Nc2ccccc2)s1)NC1CCS(=O)(=O)C1 (centres undefined)	3%	-2%	4	0%	0.3	-2	-3%	2	-2%
CCc1ccc(-c2cc(C(F)(F)F)n3nc(C(=O)Nc4cnn(Cc5ccccc5C)c4)cc3n2)s1	11%	20%	-23	-10%	-0.1	/	0%	-9	-5%
CSc1ccc(-c2nnn(Cc3ccccn3)n2)cc1	-21%	8%	-1	19%	5.8	-6	5%	0	-12%
Cc1noc(NS(=O)(=O)c2ccc(NS(=O)(=O)c3ccc(Cl)cc3)cc2)c1C	-22%	7%	15	3%	1.2	-6	11%	-2	1%
O=C(COC(=O)c1cc(-c2cccs2)nn1-c1ccccc1)Nc1cc([N+](=O)[O-])ccc1Cl	5%	-6%	17	9%	-2.6	3	10%	7	-6%
NS(=O)(=O)c1ccc(CCNC(=O)c2cccc(S(=O)(=O)N3CCc4ccccc43)c2)cc1	-3%	-16%	24	10%	-1.2	-1	-14%	4	0%
Cn1nnnc1SCC(=O)Nc1ccc2c(c1)OCCO2	7%	4%	-2	-2%	-0.8	-14	?	0	-2%
COc1ccc(/C=N/NC(=O)c2ccc3c(c2)NC(=O)C(C)(C)O3)cc1OC	-7%[57.1 µM]	-1%	52	23%	0.0	6	6%	23	0%
O=C(CN(c1ccc(Cl)cc1)S(=O)(=O)c1ccccc1)N1CCN(c2ccccc2)CC1	-32%	-11%	-2	-1%	-2.4	2	0%	-3	2%
O=C(CSc1nnc2scc(-c3ccccc3)n12)Nc1nsc(-c2ccccc2)n1	?	-1%	5	1%	-0.1	/	13%	25	-4%
CCn1nnnc1-c1ccc(OC)c(S(=O)(=O)NCc2ccccc2)c1	-7%	3%	-13	-1%	-0.5	/	28%	1	-3%
CCCC1(CCC)NC(=O)N(CC(=O)Nc2cccc(OC)c2)C1=O	0%	-3%	-21	-1%	-1.4	7	-3%	-13	-7%
CC(=O)c1ccc(N2CCN(C(=O)C3CCN(S(=O)(=O)c4ccc(F)cc4)CC3)CC2)cc1	8%	4%	-19	-2%	-0.1	-3	-29%	-6	0%
CCOC(=O)c1c(C)n(C)c2c(C)cc(O)c(OC(C)=O)c12	10%	1%	2	1%	-2.1	-6	7%	-1	-13%

Following part
SMILES	WRN helicase inh	GLP1R cytotox	DRD3 antagonist	GLP-1R agonist	IL2 activator	PI5P4Ka inh	GLP-1R inv ag	DRD3 agonist	PLK1 PBD block
CC12CCC(C(=O)N(c3cccc(Cl)c3)C1=O)C2(C)C (centres undefined)	-8%	-24%	-7	?	0.3	1	?	-1	11%
Cc1ccccc1CSc1nnc(-c2ccncc2)o1	2%	10%	7	10%	-3.8	4	11%	0	-5%
O=C(NCCN1CCCCC1)c1cccc2c1C(=O)c1ccc(N3CCCC3)cc1S2(=O)=O	-12%	-4%	-1	8%	2.2	-3	3%	-33	8%
c1ccn2c(CNc3ncnc4sccc34)nnc2c1	-1%	-25%	26	0%	-1.0	/	-7%	3	-2%
Cc1cc(C)c(S(=O)(=O)/N=C2/C=C(SCC(=O)O)C(=O)c3ccccc32)cc1C	18µM*	-5%	?	-1%	-0.4	?	57%[activator]	-1	0.84µM*
CC(O)(c1cccnc1)c1nc(-c2cc(F)cc(F)c2)cs1 (centres undefined)	-5%	6%	0	4%	-0.3	7	?	11	-12%
CCCC(=O)Nc1nc(C)c(-c2csc(Nc3ccc(Cl)cc3)n2)s1	-3%	-2%	-3	0%	0.2	-4	?	-8	-24%
O=C(COc1ccccc1)Nc1ccc2c(c1)C(=O)N(CC1CCCO1)C2=O (centres undefined)	2%	-1%	0	-1%	-2.8	2	4%	6	-5%
O=C1COc2ccc(S(=O)(=O)CCC(=O)NC3CCCCC3)cc2N1	-9%	-7%	-12	2%	-2.6	-1	13%	0	-11%
COc1ccc2[nH]c3c(=O)n(N)c(=O)[nH]c3c2c1	-17%[57.1 µM]	0%	3	-3%	1.6	-10	12%	12	-2%
Cc1c(C)c(C)c(S(=O)(=O)N2CCC3(CC2)OCCO3)c(C)c1C	-28%	4%	-17	4%	-3.7	11	?	-6	-10%
COc1ccc(C(=O)COC(=O)CNC(=O)c2ccc(OC)cc2)cc1	-2%	0%	7	4%	-0.2	-3	21%	-6	-16%
O=C(Nc1cccc(F)c1)c1cc(S(=O)(=O)N2CCOCC2)ccc1N1CCCC1	-5%	-9%	-17	-4%	-0.6	2	-21%	-5	-4%
CCOC(=O)c1c(NC(=O)CN2C(=O)NC(C)(c3ccc(Cl)cc3)C2=O)sc(C(=O)NC)c1C (centres undefined)	-7%	-19%	26	19%	-1.2	-4	-23%	0	4%
O=C(/C=C/c1ccccc1Cl)N1CCN(c2ncccn2)CC1	-6%	-28%	9	14%	0.8	16	42%[activator]	3	2%
CCc1ccc(S(=O)(=O)NCc2ccc(N3CCN(C)CC3)cc2)cc1	5%	2%	9	15%	1.3	2	-57%	-13	4%
Cc1ccc2nc(NC(=O)COC(=O)CSc3nc(C)cc(C)n3)sc2c1	1%	-7%	11	-3%	-2.2	/	9%	1	-17%
COC(=O)c1c(C)[nH]c(C(=O)C(C)OC(=O)C2=NNC(=O)CC2)c1C (centres undefined)	-1%	9%	13	12%	0.9	-2	58%[activator]	1	5%
O=C(CN1C(=O)COc2ccccc21)NCc1ccccn1	9%	-11%	17	-18%	-1.0	/	0%	2	1%
COc1ccc(-c2noc(CCC(=O)N3CCN(c4ccc(C(F)(F)F)cc4)CC3)n2)cc1	-3%	2%	1	-2%	0.0	7	16%	13	-14%
O=C(NCCCN1CCOCC1)c1ccc2c(c1)N(Cc1ccc(Cl)cc1)C(=O)c1ccccc1S2=O (centres undefined)	0%	-1%	-19	-3%	-0.7	4	20%	0	-7%
c1ccc(-c2cn(-c3ccccc3)c3[n+]2CCCS3)cc1	-1%	-19%	11	-1%	-0.7	-5	-15%	24	-7%
c1coc(-c2ccnc(-n3cccc3)n2)c1	-4%[57.1 µM]	4%	0	9%	-0.7	-5	16%	-7	2%
CC1Cc2nc(SCC(=O)Nc3ccc4c(c3)OCO4)n(-c3ccc(F)cc3)c(=O)c2S1 (centres undefined)	-1%	-7%	7	-3%	-1.7	8	11%	1	2%
CCCc1nnc(NC(=O)CCS(=O)(=O)c2ccccc2)s1	-31%	?	-3	1%	-3.8	-18	-33%	-1	-18%

Next section.
SMILES	WRN helicase inh	GLP1R cytotox	DRD3 antagonist	GLP-1R agonist	IL2 activator	PI5P4Ka inh	GLP-1R inv ag	DRD3 agonist	PLK1 PBD block
CC(C)(C)NC(=O)C(c1ccc(F)cc1)N(C(=O)CCC(=O)Nc1ccccn1)C1CCCC1 (centres undefined)	10%	-11%	5	9%	0.5	0	?	6	-6%
O=C(Nn1c(O)c(C=C2N=c3ccccc3=N2)sc1=S)c1ccc(Cl)cc1	-26%	4%	-19	4%	0.4	/	-1%	11	-10%
CC(=O)N1c2ccc(S(=O)(=O)NCCC(=O)Nc3ccccc3C)cc2CC1C (centres undefined)	1%	-2%	0	-3%	-2.4	3	14%	2	-8%
COC(=O)c1cc(Br)c(=O)n(Cc2ccc3c(c2)OCO3)c1	5%	4%	45	-9%	-0.1	4	3%	1	-2%
CCC(=O)NC1CCN(C(=S)NC)CC1	-7%	5%	0	0%	0.4	6	-10%	3	4%
CC(C)NC(=S)N1CCN(C(c2ccccc2)c2ccccc2)CC1	-3%	-15%	-3	4%	-3.7	12	?	4	2%
COc1cc(NC(=O)c2cc(-n3cnnc3)ccc2Cl)cc(OC)c1	1%	-16%	49	0%	-0.3	-2	-1%	-11	-10%
O=C(C1CCCN1S(=O)(=O)c1cccc2cccnc12)N1CCc2ccccc2C1 (centres undefined)	2%	-28%	?	1%	-1.8	-5	-1%	3	-3%
Cc1ccc(N(C(=O)C2CCCO2)C2C=CS(=O)(=O)C2)cc1Cl (centres undefined)	-6%[57.1 µM]	-19%	-2	-1%	-1.0	/	3%	2	-8%
